KCNK3 block = human KCNK3 channel inhibition, primary screen; O14649; CHO-KCNK3 thallium flux, FluxOR fluorescence; active compounds read low; B-score at 10 µM; 340,000 compounds, 0.84% hits; AID 602410;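 active means B-score under library mean minus 4 SD, starting fluorescence ratio at most library mean plus 5 SD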;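 further: more negative B-score means stronger inhibition of thallium flux through KCNK3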
GSK3A inh = blocks human GSK-3 alpha kinase; P49840; ADP-Glo luminescence, 60 min; inhibition, % at 10 µM; 320,000 compounds, 0.1% hits;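 in the data active means inhibition above about 50%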;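 further: GST-tagged GSK-3 alpha with peptide substrate and 25 µM ATP; 0% = DMSO neutral wells and 100% = GW8510 positive control wells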
hERG rescue = hERG (human) protection from proarrhythmic block; Q12809; CHO-hERG, FluxOR thallium flux, dofetilide IC70 present; activation (rescue from dofetilide block), less the hit threshold, % at 10 µM; 310,000 compounds, 0.51% hits;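 active means activation above the mean of controls blocked by dofetilide plus 5 SD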;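 further: thallium influx through hERG after potassium depolarization seen as dye fluorescence rise; in these data hits start at about 4.7%; inactives centre near -7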
PolyA inh = inhibitors of polyadenylation in S. cerevisiae; S. cerevisiae SKY197-pL101 polyadenylation reporter, beta-gal luminescence; efflux-impaired pdr1/pdr3 knockout yeast; score 100 = 6 SD above DMSO; calls only at 12 µM; 300,000 compounds, 0.02% hits; AID 1875;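 active means lowest replicate activity score at least 50, where 100 means six control SD above control mean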;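 further: yeast exposed to compound for 9 h at 30 °C; higher score means more reporter readthrough which indicates perturbed polyadenylation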
GSK3B inh = blocks human GSK3beta kinase activity | AID 2097 | 300,000 compounds, 0.038% hits | P49841 | activity score (negative = inhibition), % at 10 µM | GST-GSK3beta kinase, ADP-Glo luminescence, 60 min; active compounds read low;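 active means more than half of replicate wells score below -50%, meaning over 50% inhibition versus plate controls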;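 further: 0% = median DMSO wells and -100% = median GW8510 positive control wells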
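Test system: GST-fused GSK3beta enzyme, cell-free | Quantity: 1.6 ng GST-GSK3beta enzyme per well | Reagent: 25 µM ATP with peptide substrate | Schedule: 60 min enzyme reaction, room temperature | Signal: Luminescent ADP-Glo measurement of ADP formed | Read-out basis: Score relative to plate controls | Control set: DMSO and 20 µM GW8510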
KCNK9 inh = human KCNK9 channel inhibition; AID 488922; HEK293 KCNK9, FluxOR thallium flux fluorescence; active compounds read low; Q9NPC2; 310,000 compounds, 1.2% hits; B-score at 10 µM;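 active means ratio B-score over 3 SD below the library mean, with starting fluorescence within 5 SD of its mean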;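 further: negative B-score means less thallium flux so channel inhibition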
Target sequence (Q9NPC2 whole entry, looked up): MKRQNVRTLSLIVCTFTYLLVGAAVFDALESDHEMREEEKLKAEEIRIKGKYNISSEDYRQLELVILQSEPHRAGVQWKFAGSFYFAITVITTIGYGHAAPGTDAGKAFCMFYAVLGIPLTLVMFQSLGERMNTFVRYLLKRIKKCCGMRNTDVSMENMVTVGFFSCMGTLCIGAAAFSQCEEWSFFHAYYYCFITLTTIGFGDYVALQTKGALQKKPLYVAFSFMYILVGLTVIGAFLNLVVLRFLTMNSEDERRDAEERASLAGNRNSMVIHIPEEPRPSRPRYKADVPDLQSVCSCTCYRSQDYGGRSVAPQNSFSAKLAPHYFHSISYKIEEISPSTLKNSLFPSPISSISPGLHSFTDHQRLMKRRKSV
RGS4 act = potentiators or activators of RGS4. HEK293 M3R/inducible RGS4, carbachol calcium flux Fluo4; active compounds read low. B-score at 10 µM. 310,000 compounds, 0.92% hits. AID 463111;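 active means B-score of the integrated calcium signal more than 4 SD below the library mean, with starting fluorescence not abnormally high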;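 further: negative B-score means reduced calcium response which marks RGS4 activation or potentiation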
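test system = M3R-expressing HEK293 line, RGS4 induced by doxycycline | probe or stimulus = carbachol at ECmax as muscarinic agonist stimulus | timing = dye loading 30 min 37 °C, buffer rest 30 min RT | signal = calcium dye Fluo4 fluorescence | evaluation = B score from integrated fluorescence ratio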
RGS4 block = inhibitors of human RGS4 | P49798 | HEK293 M3R/RGS4 inducible, Fluo-4 calcium flux; active compounds read high; triggered by carbachol at its EC20 | B-score at 10 µM | 310,000 compounds, 0.45% hits | AID 463165;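 active means B-score, a plate-corrected calcium signal, over three deviations above library mean, with baseline fluorescence within five deviations of library mean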;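 further: RGS4 expression induced by doxycycline in cells with stable M3 receptor; B-score is computed from the integrated fluorescence ratio over baseline after carbachol; higher B-score means a larger calcium signal and so more RGS4 inhibition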
DYRK1A inh = blocks rat Dyrk1A kinase activity | Q63470 | inhibition, % at 12.5 µM | 310,000 compounds, 0.43% hits | ADP-Glo luminescence, NFATc1 peptide; in the data active means inhibition above about 50%;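 further: plate controls were vehicle with enzyme for no effect and no enzyme for full effect; many of its hits are not listed in these tables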
KCNQ1 inh = blocks the human KCNQ1 potassium channel; P51787; CHO-K1 KCNQ1, FluxOR thallium flux fluorescence; active compounds read high; B-score at 10 µM; 310,000 compounds, 1.3% hits; AID 2642;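 active means compounds whose thallium flux B-score, printed positive for inhibition, exceeds three library SD while starting fluorescence stays within three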;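 further: channel opened by potassium depolarization with thallium stimulus after 20 min compound exposure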
Target sequence (P51787 whole entry, looked up): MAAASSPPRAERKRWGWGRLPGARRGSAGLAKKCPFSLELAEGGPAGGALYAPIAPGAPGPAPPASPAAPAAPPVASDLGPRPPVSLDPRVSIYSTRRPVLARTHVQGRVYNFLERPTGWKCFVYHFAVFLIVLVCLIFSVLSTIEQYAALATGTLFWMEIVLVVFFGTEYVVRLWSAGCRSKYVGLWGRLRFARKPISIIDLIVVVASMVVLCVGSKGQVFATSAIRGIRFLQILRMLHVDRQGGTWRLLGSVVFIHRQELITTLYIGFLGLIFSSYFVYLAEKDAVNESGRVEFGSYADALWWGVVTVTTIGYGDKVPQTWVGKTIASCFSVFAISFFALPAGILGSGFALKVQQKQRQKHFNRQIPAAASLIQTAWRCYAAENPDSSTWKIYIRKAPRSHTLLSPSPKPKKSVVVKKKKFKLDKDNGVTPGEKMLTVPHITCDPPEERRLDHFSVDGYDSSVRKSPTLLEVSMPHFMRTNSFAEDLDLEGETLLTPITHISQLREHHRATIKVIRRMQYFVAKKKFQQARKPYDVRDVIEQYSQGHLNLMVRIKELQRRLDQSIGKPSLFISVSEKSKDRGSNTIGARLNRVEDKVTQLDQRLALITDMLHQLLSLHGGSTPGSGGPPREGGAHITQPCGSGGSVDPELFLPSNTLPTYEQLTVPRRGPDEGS
KCNQ1 pot = potentiators or activators of human KCNQ1 potassium channel. 310,000 compounds, 0.35% hits. B-score at 10 µM. P51787. CHO-K1 KCNQ1, thallium flux FluxOR fluorescence; active compounds read high;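 active means fluorescence ratio B-score, a plate-corrected score, at least three library SD, with initial intensity B-score within 5 SD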
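Medium – assay buffer, equal DMSO in all wells · Material – CHO-K1 cell line with stable KCNQ1 potassium channel expression · Signal – kinetic FluxOR thallium fluorescence, 10-s 1-Hz baseline, 110-s post-stimulus read · Compound – single concentration per compound, DMSO matched to controls · Schedule – 37 °C overnight plating, 90-min dark dye load, 20-min compound pretreatment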
* marks the source's active call; other numbers are inactive results; i = inactive; x = not tested or not shown. These rows are one share of the data; count on the stated rates, not on these rows.

Below each compound – RGS4 block, GSK3B inh, KCNQ1 inh, PolyA inh, KCNK3 block, KCNK9 inh, KCNQ1 pot, RGS4 act, GSK3A inh, DYRK1A inh, hERG rescue
O=C(N/N=C/c1ccc(N2CCOCC2)o1)c1cccc(F)c1
    i, 2, i, i, i, i, i, i, -1, -2, -7
O=C1C2C3C=CC(C3)C2C(=O)N1c1cccc2ccccc12 (stereo not drawn)
    i, 3, i, i, i, i, i, i, -1, 3, -6
O=C(NC1CC1)C1CCN(C2CCN(C(=O)CSc3ccccc3)CC2)CC1
    i, 3, i, i, i, i, i, i, 0, 18, -6
Cc1ccc(-c2ccc(CCC(=O)O)n2NC(=O)c2ccco2)cc1
    i, -2, i, i, i, i, i, i, -2, 13, -7
Cc1cc(C(=O)Cn2cncn2)c(C)n1CCc1ccc(F)cc1
    i, -1, i, i, i, i, i, i, 1, -3, 0
Cc1ccc(NC(=O)Nc2cc(Cl)ccc2C2COC(=O)C2=N)cc1 (stereo not drawn)
    i, 4, i, i, i, i, i, i, -2, -1, -4
COc1ccc(CCNC(=O)CCCn2c(SCC(N)=O)nc3cc4c(cc3c2=O)OCO4)cc1OC
    i, -1, i, i, x, i, i, i, 2, x, -2
Cc1c(Cl)c([N+](=O)[O-])nn1CCCC(=O)Nc1cccc(O)c1
    i, 2, i, i, i, i, i, i, 0, 2, -11
O=C(O)c1c[nH]c2c(C(F)(F)F)cccc2c1=O
    i, -1, i, i, i, i, i, i, 0, 12, -16
COC/C=C/C1=CC2=CC(=O)C(C)(OC(=O)c3cnc4ccccc4n3)C(=O)C2=CO1 (stereo not drawn)
    i, -4, i, i, x, i, i, i, 3, x, -8
Cc1c(F)cccc1NS(=O)(=O)c1ccc2c(c1)c(=O)n(C)c(=O)n2C
    i, 0, i, i, i, i, i, i, -1, -1, -9
CCSc1nc2sc3c(c2c(=O)n1-c1ccc(C)cc1)CCN(C)C3
    i, 0, i, i, i, i, i, i, x, -2, -10
CCc1ccc(CNC(=O)C2CC(=O)N(C3CCCC3)C2)cc1 (stereo not drawn)
    i, 0, i, i, i, i, i, i, 1, 2, -8
CCC(C(=O)NC1CC(C)(C)NC(C)(C)C1)c1ccccc1 (stereo not drawn)
    i, -4, i, i, i, i, i, i, 2, -5, -4
CCc1cc2c(NCc3ccccc3)nc(C)nc2s1
    i, 1, i, i, i, i, i, i, -3, 5, -3
CCN(CC)S(=O)(=O)c1ccc(NC(=O)c2cccc3c2C(=O)N(CCOC)C3)cc1
    i, -1, i, i, i, i, i, i, -1, 3, -5
CCn1cc([N+](=O)[O-])c(C(=O)Nc2c(C)nn(Cc3cccc(F)c3)c2C)n1
    i, -1, i, i, i, i, i, i, -3, -2, -10
O=C(N/N=C/c1ccc([N+](=O)[O-])o1)c1ccc(NS(=O)(=O)c2cccs2)cc1
    i, 0, i, i, i, i, i, i, -1, 2, -14
CCCCN(C(=O)c1cccc(S(=O)(=O)N2CCN(C)CC2)c1)c1c(N)n(CCCC)c(=O)[nH]c1=O
    i, 1, i, x, i, i, i, i, 3, 8, -14
COC(=O)c1c(-c2ccc(OC)cc2)oc2ccccc12
    i, 1, i, i, i, i, i, i, 2, 10, -4

Reformatted: results already given.
SMILES,RGS4 block,GSK3B inh,KCNQ1 inh,PolyA inh,KCNK3 block,KCNK9 inh,KCNQ1 pot,RGS4 act,GSK3A inh,DYRK1A inh,hERG rescue
O=C1C2C3C=CC(C3)C2C(=O)N1c1cccc2ccccc12 (stereo not drawn),i,3,i,i,i,i,i,i,-1,3,-6
O=C(NC1CC1)C1CCN(C2CCN(C(=O)CSc3ccccc3)CC2)CC1,i,3,i,i,i,i,i,i,0,18,-6
Cc1ccc(-c2ccc(CCC(=O)O)n2NC(=O)c2ccco2)cc1,i,-2,i,i,i,i,i,i,-2,13,-7

Further compounds follow.
Below each compound – RGS4 block, GSK3B inh, KCNQ1 inh, PolyA inh, KCNK3 block, KCNK9 inh, KCNQ1 pot, RGS4 act, GSK3A inh, DYRK1A inh, hERG rescue
CC(OC(=O)c1ccc(NC(=O)CC#N)cc1)C(=O)NC(=O)NC1CCCCC1 (stereo not drawn)
    i, 0, i, i, i, i, i, i, 2, -1, -11
ONC(=Nc1ccc(Cl)cc1)c1ccccc1Cl
    i, 0, i, i, i, i, i, i, 2, 10, -17
COc1cc(C(=O)NCCCCc2ccccc2)cc(OC)c1OC
    i, -3, i, i, i, i, i, i, -1, x, -5
O=C(CCSCCc1ccccn1)Nc1cc(F)ccc1F
    i, -27, i, i, i, i, i, i, 0, 4, -6
C=CCn1c(SCC(=O)NCC2CCCO2)nc2scc(-c3ccc(OC)cc3)c2c1=O (stereo not drawn)
    i, 0, i, i, i, i, i, i, -2, 13, -16
CCOCCCNC(=S)N1CCN(Cc2ccco2)CC1
    i, 0, i, i, i, i, i, i, -1, 3, -3
CC1=C(C)CC(C(=O)NNC(=O)c2cccc(Cl)c2)C(C(=O)O)C1 (stereo not drawn)
    i, 3, i, i, i, i, i, i, 1, -1, -1
O=C1/C(=C/c2ccco2)SC(=S)N1CC1CCCO1 (stereo not drawn)
    i, 3, i, i, i, i, i, i, -1, x, -9
O=C(NNC(=O)c1cc(Cl)ccc1O)c1cccc(S(=O)(=O)N2CCOCC2)c1
    i, -2, i, i, i, i, i, i, -2, 6, -18
Cc1[nH]nc2nc(SCC(=O)NCCC3=CCCCC3)n(-c3ccc(Br)cc3)c(=N)c12
    i, 0, i, i, i, i, i, i, 1, 2, -7
Cc1c(C(=O)NCCn2ccc3ccccc32)cccc1[N+](=O)[O-]
    i, 3, i, i, i, i, i, i, 0, -1, -7
COc1ccc(COCC(O)CN2CCCC(C(F)(F)F)C2)cc1 (stereo not drawn)
    i, 0, i, i, i, i, i, i, 0, -5, -2
O=C(CC(C(=O)O)P(=O)(c1ccccc1)c1ccccc1)c1ccccc1 (stereo not drawn)
    i, -1, i, i, i, i, i, i, -5, -2, -6
CC(=O)NCCc1cnc[nH]1
    i, 2, i, i, i, i, i, i, -4, -11, -8
CN(c1ccccc1)S(=O)(=O)c1cc(C(=O)Nc2nc3ccccc3[nH]2)ccc1Cl
    i, 4, i, i, i, i, i, i, -5, 20, -15
CCCCOc1ccc(N(CC(=O)NC(C)(C)CC)C(=O)CCC(=O)Nc2ccccn2)cc1
    i, 4, i, i, i, i, i, i, -1, 1, -5
COc1ccc(-n2c(C)cc(C(=O)Cn3nnc4ccccc4c3=O)c2C)cc1
    i, 2, i, i, i, i, i, i, 3, -1, -4
CC(=O)c1ccc(NC(=O)N2CCCC(C(=O)c3ccc4c(c3)OCO4)C2)cc1 (stereo not drawn)
    i, 1, i, i, i, i, i, i, 0, -2, -14
CCCC(=O)Nc1c2c(nn1-c1ccc([N+](=O)[O-])cc1)CS(=O)(=O)C2
    i, 1, i, i, i, i, i, i, -3, -4, -5
COCCCN(CC(=O)Nc1ccc(N2CCOCC2)cc1)S(=O)(=O)c1ccccc1
    i, 0, i, i, i, i, i, i, -2, x, -8
C/C(=N/Oc1nc(C)cc(C)n1)c1ccc(Br)cc1
    i, 1, i, i, i, i, i, i, -1, 5, -10
COc1ccccc1CNC(=O)c1cc(C(C)C)nc2ccccc12
    i, -1, i, i, i, i, i, i, -3, 3, -5
CN(C(=O)COC(=O)c1cn(-c2ccccc2)nc1-c1ccccc1)C1CCS(=O)(=O)C1 (stereo not drawn)
    i, -1, i, i, i, i, i, i, -3, 2, -9
Cc1ccc(NC(=O)C2CCCN(c3cnccn3)C2)c(C)c1 (stereo not drawn)
    i, 1, i, i, i, i, i, i, -1, -6, -6
COc1ccccc1NC(=O)CN1CC(=O)Nc2ccccc21
    i, 3, i, i, i, i, i, i, -1, x, -13
O=C(/C=C/c1cccc(F)c1)NC1CCN(Cc2ccccc2)CC1
    i, 0, i, i, i, i, i, i, 0, -1, -11
CCOC(CCc1c(C)nc(NC(C)=O)[nH]c1=O)OCC
    i, -1, i, i, i, i, i, i, 0, 2, -5
CNC(=S)N/N=C(\C)c1cccc([N+](=O)[O-])c1
    i, 5, i, i, i, i, i, i, 1, -9, 0
Cc1cccc(C)c1NC(=O)CSc1nnc(Cn2nnc(-c3ccccc3)n2)n1-c1ccccc1
    i, 5, i, i, i, i, i, i, -1, -4, -13
Cn1c(Cc2ccccc2)nnc1SCC(=O)Nc1ccc2c(c1)OCCO2
    i, -2, i, i, i, i, i, i, -6, 6, -9
COc1ccccc1N1CCN(C(=O)Cc2cccs2)CC1
    i, 3, i, i, i, i, i, i, -3, 3, -14
CCCC(=O)Nc1nc(C)c(-c2csc(Nc3ccc(Cl)cc3)n2)s1
    i, 0, i, i, i, i, i, i, -1, 12, -13
O=C(c1cncc(Br)c1)N1CCCc2ccccc21
    i, 1, i, i, i, i, i, i, 3, 6, -4
COc1ccc(CC(=O)NC(C)c2nnc(SCCOc3ccc(OC)cc3)n2C)cc1 (stereo not drawn)
    i, -2, i, i, i, i, i, i, x, -4, -17
CCC(C)N1CNc2c(c(=O)[nH]c(=S)n2-c2cccc(C)c2)C1 (stereo not drawn)
    i, -1, i, x, i, i, i, i, 0, 7, -8
Cc1c2cnn(CC(=O)NCCCN3CC(C)CC(C)C3)c(=O)c2c(C)n1Cc1ccccc1Cl (stereo not drawn)
    i, 0, i, i, i, i, i, i, -13, 2, -6
CCN(CC)S(=O)(=O)c1cc(NS(=O)(=O)c2c(Cl)cccc2Cl)ccc1C
    i, 2, i, i, i, i, i, i, 0, -1, -13
CC1CCN(S(=O)(=O)c2ccc(NC(=O)C3CC3)cc2)CC1
    i, -2, i, i, i, i, i, i, -1, -7, -6
O=C(CSc1nnc(-c2cccs2)n1Cc1ccccc1)NCc1ccc2c(c1)OCO2
    i, -1, i, i, i, i, i, i, -1, -2, -14

Source: PubChem BioAssay
